Assay outcomes: PubChem BioAssay, The Scripps Research Institute Molecular Screening Center
GalR3 antag: GalR3 antagonists in HEK293 cells, primary screen, cell-based, fluorescence readout; Galanin receptor type 3 (Homo sapiens), O60755; HEK293 GalR3-CNG cAMP membrane potential fluorescence; galR3 body fused to GalR1 C-terminus; inhibition, % at 3 µM; 360,000 tested, 0.44% active; AID 651719, 2012;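 active means inhibition above the screen-wide average plus 3 SD, cut at about 13% in these data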;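 further: forskolin and galanin both at EC90 stimulate the cells; cAMP rise reported by CNG channel membrane potential dye signal; 0% = forskolin plus galanin with DMSO and 100% = forskolin alone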
OXTR ag: human OXTR agonists, primary screen, fluorescence, CHO-OTR cells, Fluo-8 calcium. activation, % at 3 µM. AID 2435, 2010. Fluo-8 calcium fluorescence; normalized: DMSO 0%, oxytocin 100%. 320,000 tested, 0.32% active. Oxytocin receptor (Homo sapiens), P30559;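 active means activation above the mean of all tested compounds plus 3 SD, cutoff set per screening run, cut at about 20% in these data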;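 further: peak over basal fluorescence ratio from a 100 s FLIPR kinetic read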
Target sequence (P30559 whole entry, looked up): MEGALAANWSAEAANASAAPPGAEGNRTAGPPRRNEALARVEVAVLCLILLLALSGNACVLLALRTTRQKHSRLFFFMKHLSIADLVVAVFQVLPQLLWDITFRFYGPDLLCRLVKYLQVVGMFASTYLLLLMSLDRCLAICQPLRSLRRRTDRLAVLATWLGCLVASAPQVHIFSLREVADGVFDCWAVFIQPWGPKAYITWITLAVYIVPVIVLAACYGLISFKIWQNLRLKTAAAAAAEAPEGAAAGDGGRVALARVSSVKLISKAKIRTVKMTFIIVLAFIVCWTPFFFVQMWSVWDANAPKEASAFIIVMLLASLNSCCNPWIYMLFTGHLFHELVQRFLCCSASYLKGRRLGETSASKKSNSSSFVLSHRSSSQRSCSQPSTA
V1aR counter: agonists of human V1a receptor, primary screen, counter-screen for OXTR agonist project, fluorescence, CHO-V1R cells. 320,000 tested, 0.25% active. Fluo-8 calcium fluorescence, agonist mode; 0% DMSO, 100% 3 nM vasopressin. activation, % at 3 µM;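 active means activation above the mean activation of all tested compounds plus 3 SD, per screening run, cut at about 20% in these data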;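 further: signal is peak over basal fluorescence ratio across a 100 second FLIPR read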
Target sequence (P37288 whole entry, looked up): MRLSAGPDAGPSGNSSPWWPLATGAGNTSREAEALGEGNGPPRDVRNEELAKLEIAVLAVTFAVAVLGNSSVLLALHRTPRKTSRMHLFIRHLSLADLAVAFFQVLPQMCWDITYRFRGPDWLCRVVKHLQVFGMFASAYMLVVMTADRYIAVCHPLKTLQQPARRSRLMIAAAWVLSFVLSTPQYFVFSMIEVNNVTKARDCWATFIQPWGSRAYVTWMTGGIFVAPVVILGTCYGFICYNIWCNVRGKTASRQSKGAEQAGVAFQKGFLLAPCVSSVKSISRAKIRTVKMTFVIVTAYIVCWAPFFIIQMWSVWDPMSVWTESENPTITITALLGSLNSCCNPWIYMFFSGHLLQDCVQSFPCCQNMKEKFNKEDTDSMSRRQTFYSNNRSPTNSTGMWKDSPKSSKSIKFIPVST
Numbers without * were called inactive. Only part of the results is shown. The share of hits here may be higher or lower than overall.

SMILES	GalR3 antag	OXTR ag	V1aR counter
COc1ccc(S(=O)(=O)N2CCOCC2)cc1NC(=O)c1ccc(OCC(C)C)c(OC)c1	2	-1.2	0.1
NC(=O)c1nc(-c2ccccc2)c(-c2ccccc2)[nH]c1=O	-5	0.0	-0.3
CSCCC(NC(=O)COc1ccccc1)C(=O)OCCOc1ccc(F)cc1 (stereo not drawn)	-7	-2.0	-0.9
CC(NS(=O)(=O)c1ccc(Cl)cc1)C(=O)OCC(=O)c1ccc[nH]1 (stereo not drawn)	-2	0.5	0.9
N#Cc1cccc(NC(=O)CSc2nnc(C3CC3)n2C2CC2)c1	-8	0.0	0.0
Cc1ccc(NC(=O)C2=COCCO2)cc1S(=O)(=O)N1CCOCC1	-6	-0.6	-0.3
Cc1cc(C(=O)NC2CCCCCC2)c2ccccc2n1	-2	-0.1	0.8
O=C(CCl)N1CCN(S(=O)(=O)Cc2ccccc2)CC1	-6	0.8	0.6
O=C(Nc1cc(C(F)(F)F)ccc1N1CCCC1)C1=COCCO1	-1	-2.3	-1.5
CCN(CC(=O)Nc1ccc(NC(C)=O)cc1)C(=O)/C=C/c1ccc(C)o1	-6	2.0	1.1
CCN(CC(=O)NCc1ccc(Cl)cc1)C(=O)c1cccc(S(=O)(=O)Nc2ccc(OC)cc2)c1	-4	0.5	0.4
CN(CCOc1ccc(Cl)cc1)C(=O)c1cc(S(=O)(=O)N2CCOCC2)ccc1N1CCCC1	-4	0.3	3.3
CC(=O)N1CCc2c(sc(NC(=O)CS(=O)(=O)c3ccc(F)cc3)c2C(N)=O)C1	-3	0.3	-0.6
COc1ccc(-n2nnnc2CNC(=O)c2ccc(S(=O)(=O)N3CCOCC3)cc2)cc1	-5	-0.9	-1.1
CCc1ccccc1NC(=O)COC(=O)c1c(C)nsc1NC	-3	10	8.5
Cc1ccc(N2C(=O)N3[C@@H]4c5ccccc5OC[C@@H]4[C@@H](c4ccccc4)[C@@]3(C)C2=O)cc1	-2	-0.7	0.7
CN(CC(=O)Nc1ccccc1C(=O)Nc1ccccc1)C1CCCCC1	-6	-0.9	-0.7
CCN(C[C@H]1N[C@@](C)(C(=O)OC)[C@H]2C(=O)N(Cc3ccccc3)C(=O)[C@@H]12)S(=O)(=O)c1ccc(OC)cc1	-3	1.9	0.2
O=C(COC(=O)c1ccc[n+]([O-])c1)Nc1ccc([N+](=O)[O-])cc1Cl	-6	1.8	1.5
Cc1ccc(N2CC(NC(=O)C(=O)c3c[nH]c4ccccc34)CC2=O)cc1C (stereo not drawn)	-1	2.8	1.4
O=C(COC(=O)[C@@H]1CCCN1C(=O)c1cccs1)Nc1cccc([N+](=O)[O-])c1	-2	7.6	3.1
COc1ccc(S(=O)(=O)N2CCCCCC2)cc1NC(=O)CN1C(=O)CNC1=O	-3	0.2	0.6
O=C(NCCOc1ccccc1)c1cccc2c1C(=O)c1ccc(Cl)cc1S2(=O)=O	-3	-1.9	-1.8
COc1ccc(OCCCC(=O)OCC(=O)Nc2sccc2C(N)=O)cc1	-4	14	9.2

Rewritten field by field: two of the compounds above.
> COc1ccc(S(=O)(=O)N2CCCCCC2)cc1NC(=O)CN1C(=O)CNC1=O
  GalR3 antag: -3 | OXTR ag: 0.2 | V1aR counter: 0.6

> O=C(NCCOc1ccccc1)c1cccc2c1C(=O)c1ccc(Cl)cc1S2(=O)=O
  GalR3 antag: -3 | OXTR ag: -1.9 | V1aR counter: -1.8

(next part)
SMILES	GalR3 antag	OXTR ag	V1aR counter
COc1cccc(CNC(=O)COC(=O)c2ccc(C(=O)c3ccccc3)cc2)c1	-3	1.5	2.6
COc1ccccc1C(=O)NC(=O)COC(=O)c1nc2nc(C)cc(C)n2n1	-4	0.1	-0.4
COC(=O)[C@@]12CCCN1[C@H](c1ccc(-c3ccc(OC)cc3)c(OC)c1)[C@H]1C(=O)N(C)C(=O)[C@H]12	8	-0.4	1.2
CC(=O)NC(CC(=O)Nc1ccc(S(=O)(=O)NC2=NCCCCC2)cc1)c1ccccc1 (stereo not drawn)	-6	0.4	0.6
CS(=O)(=O)N1CCCC(C(=O)Nc2ccc(F)c(F)c2)C1 (stereo not drawn)	-1	1.3	0.4
C[C@@H]1COC(=O)[C@@H](CC(=O)OC(C)(C)C)C/C=C\C[C@@H](CC(=O)N[C@H](CO)Cc2ccccc2)C(=O)N1	-4	1.1	1.6
CS(=O)(=O)N(CC(=O)N1CCc2ccccc2C1)c1ccc(Br)cc1	-2	-0.4	1.1
CN(Cc1c(F)cccc1Cl)C(=O)CNC(=O)c1ccc2c(c1)OCO2	-1	-0.2	-1.0
O=C(OCC(=O)N1CCN(C(=O)c2ccco2)CC1)c1cc(F)c(F)cc1Cl	-2	0.9	1.4
O=C(NCc1nnnn1-c1ccc(F)cc1)c1ccc([N+](=O)[O-])o1	-5	1.8	0.5
CC1Cc2ccccc2N1C(=O)COC(=O)c1cccc(Br)c1 (stereo not drawn)	-3	2.0	4.1
OC1COC(O)C(O)C1O (stereo not drawn)	-1	-0.6	1.4
COC(=O)C1=C(C)N(Cc2ccccc2)C(=NCc2ccc(OC)cc2)N[C@H]1c1ccccc1	-10	16	7.2
O=C(NCCOc1ccccc1F)c1ccc2c(=O)n3c(nc2c1)CCC3	-7	-0.7	0.5
Cc1ccc(NC(=O)CN(C)C(=O)C(C)OC(=O)CNC(=O)c2ccc(Cl)c([N+](=O)[O-])c2)cc1 (stereo not drawn)	-2	-1.7	-1.5
COc1ccc(N2CCN(C(=O)C3Cc4ccccc4CN3C(=O)c3ccco3)CC2)cc1 (stereo not drawn)	-4	-0.6	-0.1
COC(=O)c1ccc(NC(=O)CSc2nc(=O)n3cccc(C)c3n2)cc1	-4	-2.8	0.9
Cc1ccccc1OCC(=O)NNC(=O)C1CCN(c2ncnc3sc(C)c(C)c23)CC1	-4	-1.0	3.5
CCCc1cc(NC(=O)COC(=O)c2ccc(O)cc2O)n(-c2ccccc2)n1	-4	4.8	6.4
Cc1ccc(S(=O)(=O)c2nc(-c3cccs3)oc2N2CCC(C(N)=O)CC2)cc1	-4	0.0	1.4
CCc1ccccc1OCC(=O)Nc1cccc(S(=O)(=O)NC2=NCCC2)c1	-3	1.1	0.9
Cn1cnnc1SCC(=O)NC(=O)NCc1ccccc1	-4	0.0	0.7
COc1ccc2cc(CO)n(C)c2c1	-3	0.7	0.1
O=C(CSc1nccn(-c2ccc(Br)cc2)c1=O)Nc1ccccc1F	-5	0.6	0.1
Cc1nc2ccccc2n1CC(=O)c1ccc(O)c(O)c1	1	1.6	0.1
O=C(CCNC(=O)c1ccc(Cl)cc1)NC1CCCc2ccccc21 (stereo not drawn)	-6	0.0	0.6
CCC(C)CCN1C(N(C)C)=NC[C@@H]1C (stereo partly drawn)	2	0.6	1.5
Cc1noc(C)c1COc1ccccc1C(=O)N(C)CC(=O)Nc1ccc(F)c(F)c1F	-5	0.1	-0.8
O=C(COC(=O)Cn1[nH]c(=O)c2ccccc2c1=O)Nc1c(Cl)cccc1C(F)(F)F	-3	1.5	-0.3
CC(OC(=O)C1CCCC1)C(=O)Nc1ccc(S(N)(=O)=O)cc1 (stereo not drawn)	-5	0.6	0.2
O=C(NNC(=O)c1ccc([N+](=O)[O-])cc1)c1ccc(F)cc1	2	-0.3	1.4
COC(=O)c1sccc1NC(=O)c1ccccc1Br	-4	-1.3	-1.2

Reformatted with each value named: part of the list above
CC(OC(=O)C1CCCC1)C(=O)Nc1ccc(S(N)(=O)=O)cc1 (stereo not drawn)
  GalR3 antag: -5
  OXTR ag: 0.6
  V1aR counter: 0.2

COC(=O)c1sccc1NC(=O)c1ccccc1Br
  GalR3 antag: -4
  OXTR ag: -1.3
  V1aR counter: -1.2

O=C(COC(=O)Cn1[nH]c(=O)c2ccccc2c1=O)Nc1c(Cl)cccc1C(F)(F)F
  GalR3 antag: -3
  OXTR ag: 1.5
  V1aR counter: -0.3

O=C(CCNC(=O)c1ccc(Cl)cc1)NC1CCCc2ccccc21 (stereo not drawn)
  GalR3 antag: -6
  OXTR ag: 0.0
  V1aR counter: 0.6

The list continues.
SMILES	GalR3 antag	OXTR ag	V1aR counter
COc1cc(NC(=O)Cc2ccc(S(=O)(=O)N3CCOCC3)s2)c(OC)cc1Cl	-1	-0.7	2.9
CC(=O)NC(c1ccco1)c1cc(Cl)c2ccc(Cl)nc2c1O (stereo not drawn)	-3	-1.4	-1.1
O=C(O)c1ccc2cc(-c3ccccc3)[nH]c2c1	-2	0.6	0.3
O=C(c1ccco1)N1CCN(C(=O)c2ccc(-c3ccccc3Cl)o2)CC1	-5	-1.2	1.1
O=C(COC(=O)/C=C/c1ccc(OC(F)F)cc1)Nc1cccc(S(=O)(=O)N2CCOCC2)c1	-1	4.6	4.6
COc1ccccc1NC(=O)COC(=O)c1cc(C)oc1C	-5	-2.1	-1.1
CCC(=O)C(C#N)(c1ccc(OC)c(OC)c1)C(C)C (stereo not drawn)	-7	-1.9	0.3
Cc1ccc(S(=O)(=O)N2CCN(Cc3nnc(-c4c(-c5ccccc5)noc4C)o3)CC2)cc1	-5	0.4	1.1
COc1ccccc1NS(=O)(=O)c1ccc(C)c(NC(=O)C2CCCO2)c1 (stereo not drawn)	-4	1.9	0.4
NC(=O)c1ccsc1NC(=O)COC(=O)CNC(=O)c1ccc(F)cc1	-4	5.0	4.3
CC(=O)Oc1c(C)c2c3c(c1OC(C)=O)[C@@H](C)CC[C@@H]3[C@@H](C)C[C@H]2C=C(C)C	-4	-1.6	-0.4
CC(=O)c1cccc(NC(=O)c2ccc([N+](=O)[O-])o2)c1	-5	0.1	-0.4
CN(C)CCOC1c2ccccc2CCc2ccc3ccccc3c21 (stereo not drawn)	-5	8.3	1.3
Cc1ccc(C(=O)O)cc1[N+](=O)[O-]	-3	0.9	0.3
CC(=O)Nc1ccc(C(=O)NN2C(=O)NC3(CCCCC3)C2=O)cc1	-2	1.0	0.0
CC[C@@H]1CCCCc2ccccc2[C@@H](C(=O)C[C@@H](O)CC(C)=O)OC1=O	-4	-1.0	-0.5
CCCN(CC(=O)Nc1ccccc1C)C(=O)c1oc2ccc(OCC)cc2c1C	-4	-2.9	-1.8
CC1CCCN(C(=O)COC(=O)Cn2cnc3ccccc32)C1 (stereo not drawn)	-8	1.5	-0.3
O=C(COC(=O)c1cnccn1)Nc1ncc(Cl)cc1Cl	-5	0.3	0.5
O=C(CNC(=O)c1ccc(Cl)cc1)OCN1C(=O)c2ccccc2C1=O	-5	-0.1	-0.1
C[C@H](CO)N1C[C@H](C)[C@@H](CN(C)S(=O)(=O)c2ccc(F)cc2)Oc2c(NC(=O)Nc3ccccc3)cccc2C1=O	-4	0.1	0.7
CC(NC(=O)COC(=O)/C=C/c1ccc2c(c1)OCO2)c1ccccc1 (stereo not drawn)	-6	0.0	0.1
CCN1C(=O)[C@H]2[C@@H](c3ccc(-c4cccc(Cl)c4)c(OC)c3)N[C@@](CC(C)C)(C(=O)OC)[C@H]2C1=O	0	-0.7	1.7
CC(C)[C@H](NC(=O)c1ccccc1F)C(=O)OCC(=O)NC(=O)NC1CCCCC1	-5	5.6	4.2
CCCOc1ccc(NC(=O)Cc2ccc(S(=O)(=O)N3CCOCC3)s2)cc1OCCC	-3	-1.2	-1.2
CCOC(=O)c1c(NC(=O)COC(=O)c2ccccn2)sc(C(=O)N(C)C)c1C	-6	-2.1	-0.1
CN(C)CCCN(C(=O)c1cc2cc([N+](=O)[O-])ccc2s1)c1nc2cc3c(cc2s1)OCCO3	-7	1.7	-0.1
Cc1cc(C(=O)OCC(=O)N2C(C)CCCC2C)c2ccccc2n1 (stereo not drawn)	0	-0.2	5.2
COc1cc(C(O)CO)ccc1OS(=O)(=O)O (stereo not drawn)	1	-0.2	-0.2
CC(C)CN(C(=O)C1CC1)c1c(N)n(Cc2ccccc2)c(=O)[nH]c1=O	-2	0.4	1.4
CSCCC(NS(=O)(=O)c1ccccc1F)C(=O)NCC(C)(C)N1CCOCC1 (stereo not drawn)	-3	0.4	0.7
COc1ccccc1NS(=O)(=O)c1cccc(C(=O)NCC2(N(C)C)CCCCC2)c1	-2	2.1	0.7
COc1cccc(NC(=O)CN(C)C(=O)CN2C(=O)NC(C)(c3ccc4ccccc4c3)C2=O)c1 (stereo not drawn)	-4	2.1	0.3
